Screens: PubChem BioAssay, National Center for Advancing Translational Sciences (NCATS)
PLK1 PBD block: qHTS for Inhibitors of PLK1-PDB (polo-like kinase 1 - polo-box domain): Primary Screen; Serine/threonine-protein kinase PLK1 (Homo sapiens), P53350; Plk1 PBD binding of FITC phosphopeptide, fluorescence polarization; Potency, µM, inactives show max response, negative = inhibition, actives largely listed as inhibitors; 360,000 compounds, 2.8% hits; AID 720504, 2013; also: potency is read from the fitted curve at half-maximal effect; series mostly up to about 57 µM; % is scaled to controls: 0 for no effect and ±100 for the full control effect; nearly all actives have a fitted effect of over 65% in size
GLP-1R agonist: qHTS of GLP-1 Receptor Agonists. Potency, µM (titrated, usually from 45.6 µM), inactives show at the top dose activation, usual class: activators. 380,000 compounds, 0.007% hits. Glucagon-like peptide 1 receptor (Homo sapiens), P43220. AID 624172, 2012. HEK293 GLP-1R CRE-luciferase, luminescence, 4-6 h; cells express a hypersensitive GLP-1R form; also: potency is read from the fitted curve at half-maximal effect; % of control where 0% means no effect
Target sequence (P43220 whole entry, looked up): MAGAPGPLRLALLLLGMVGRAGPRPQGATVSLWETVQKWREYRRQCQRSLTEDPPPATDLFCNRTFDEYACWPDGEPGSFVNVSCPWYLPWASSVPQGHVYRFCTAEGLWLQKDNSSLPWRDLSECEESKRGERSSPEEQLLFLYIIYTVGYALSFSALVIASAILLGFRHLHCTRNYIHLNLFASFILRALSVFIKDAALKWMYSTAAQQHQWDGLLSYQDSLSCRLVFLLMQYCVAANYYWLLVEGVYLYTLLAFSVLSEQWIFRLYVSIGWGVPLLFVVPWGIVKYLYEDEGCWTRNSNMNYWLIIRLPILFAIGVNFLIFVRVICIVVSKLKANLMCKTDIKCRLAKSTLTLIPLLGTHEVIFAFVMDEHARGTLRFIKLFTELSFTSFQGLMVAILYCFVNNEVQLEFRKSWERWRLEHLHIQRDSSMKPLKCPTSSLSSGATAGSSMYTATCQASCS
DRD3 antagonist: qHTS of D3 Dopamine Receptor Antagonist: qHTS; D(3) dopamine receptor (Homo sapiens), P35462; D3R cells, DiscoveRx beta-arrestin luminescence, antagonist mode; stronger effect = lower value; max response, negative = inhibition, %; 360,000 compounds, 2.5% hits; AID 652054, 2013; in the data active = max response below about -50%; inconclusive = no clear call, values can overlap the other calls; also: % is scaled to controls: 0 for no effect and ±100 for the full control effect; mostly tested at two doses, the higher about 12 µM
Target sequence (P35462 whole entry, looked up): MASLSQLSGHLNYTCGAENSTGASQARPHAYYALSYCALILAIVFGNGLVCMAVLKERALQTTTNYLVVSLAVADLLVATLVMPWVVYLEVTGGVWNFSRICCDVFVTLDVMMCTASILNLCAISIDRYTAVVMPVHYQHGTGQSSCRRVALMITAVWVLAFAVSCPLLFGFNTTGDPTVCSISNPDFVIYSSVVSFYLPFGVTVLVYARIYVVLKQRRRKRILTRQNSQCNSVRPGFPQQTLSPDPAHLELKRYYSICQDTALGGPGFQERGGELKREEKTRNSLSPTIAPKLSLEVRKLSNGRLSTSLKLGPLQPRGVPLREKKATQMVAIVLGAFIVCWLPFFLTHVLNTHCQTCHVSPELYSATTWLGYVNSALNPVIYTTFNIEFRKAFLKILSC
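Cells expressing the human receptor were seeded at 1500 cells/well, incubated overnight at 37 degrees C in 5% CO2, then exposed to library compounds with dopamine controls for 90 minutes at 37 degrees C before luminescent detection.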
GLP1R inv ag: qHTS of GLP-1 Receptor Inverse Agonists (Inhibition Mode); Glucagon-like peptide 1 receptor (Homo sapiens), P43220; HEK293 GLP-1R CRE-luciferase, luminescence, 24 h; GLP-1R form is constitutively active; Potency, µM (series often up to 38.3 µM), without a hit: at the highest dose activity change, negative = inhibition, most hits filed as inhibitors; 410,000 compounds, 1.6% hits; AID 624417, 2012; also: potency is read from the fitted curve at half-maximal effect; % is scaled to controls: 0 for no effect and ±100 for the full control effect; nearly all actives have a fitted effect of over 55% in size
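Readout was luciferase luminescence, measured 12 min after detection reagent at room temperature. Beforehand, GLP-1R reporter HEK293 cells had sat 12 h, then received compounds for 24 hr at 37 deg C.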
PI5P4K alpha inh: qHTS for Inhibitors of phosphatidylinositol 5-phosphate 4-kinase (PI5P4K). max response, %. 330,000 compounds, 1.2% hits. PI5P4Kalpha enzyme, ADP-Glo luminescence, 60 min; stronger effect = lower value. AID 652105, 2013. Phosphatidylinositol 5-phosphate 4-kinase type-2 alpha (Homo sapiens), P48426; active = max response of -50% or lower; inconclusive = between -30% and -50%; inactive = -30% or higher; also: value at the top dose of about 77 µM; % is scaled to controls: 0 for no effect and ±100 for the full control effect
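qHTS, 1536-well: enzyme/substrate mix, compound by pin tool, 5 microM ATP final; RT 60 min; ADP-Glo reagents 1 (45 min) then 2 (30 min); luminescence.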
DRD3 agonist: qHTS of D3 Dopamine Receptor Agonist: qHTS. D3R DiscoveRx beta-arrestin cells, luminescence, 90 min. max activation, %. 410,000 compounds, 0.58% hits; in the data active = max activation above about 30%; also: 0% is about no effect; mostly tested at two doses, the higher about 12 µM
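Cells at 1500/well, incubated overnight, then treated with pinned compounds (dopamine as control) for 90 min at 37 degrees C. DiscoveRx reagent added for 30 - 60 minutes at room temperature; luminescence read.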
IL2 activator: qHTS of IL-2 Activators; IL-2 activation reporter assay, cell-based qHTS; stimulated with anti-CD3/CD4/CD28 beads; in transgenic mouse T cells; 360,000 compounds, 0.065% hits; activation, % (series mostly up to about 46 µM); in the data active = activation above about 50%; inconclusive = mostly about 30% to 49%; also: 0% is about no effect
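Readout: EGFP and DsRed signals by fluorescent plate cytometry. Unstimulated transgenic mouse T cells received compound 60 min before antibody-bead stimulation, then incubated 18 h at 37 degrees C.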
HEK293 tox: qHTS of GLP-1 Receptor Inverse Agonists: Cytotox Screen; Potency, µM (titrated, usually from 38.3 µM), without a hit: at the top dose activity change, negative = inhibition, usual class: inhibitors; 410,000 compounds, 0.13% hits; HEK293 cAMP-luciferase reporter cells, luminescence, 24 h;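 also: loss of luciferase light is scored as toxicity; potency is read from the fitted curve at half-maximal effect; % is scaled to controls: 0 for no effect and ±100 for the full control effect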
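Cells in DMEM/10% Nu serum/1% pen-strep, 1536-well format. Pre-incubated 12 h, dosed with 23 nL compound, incubated a further 24 h. Luciferase detection, 12 min at room temp, luminescence.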
WRN helicase inh: qHTS for Inhibitors of WRN Helicase; Bifunctional 3'-5' exonuclease/ATP-dependent helicase WRN (Homo sapiens), Q14191; WRN helicase unwinding, fluorescent forked duplex, kinetic; Potency, µM (series often up to 114 µM), without a hit: top-dose activity change, negative = inhibition, most hits filed as inhibitors; 360,000 compounds, 0.46% hits; AID 651768, 2012; also: potency is read from the fitted curve at half-maximal effect; % is scaled to controls: 0 for no effect and ±100 for the full control effect; nearly all actives have a fitted effect of over 55% in size
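Kinetic fluorescence helicase assay: unwinding of a quenched forked DNA duplex (100 nM final) with 2 mM ATP final raises red fluorescence (525/598 nm). Compounds sat 15 min at room temperature with 20 nM WRN beforehand.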
* = called active by the depositor; ? = inconclusive; · = no result given; & = joins results of further samples; [ ] = dose if it differs, or a comment. Unless noted, calls follow the shape of the dose curve; as a rule, active = well fitted curve in the direction sought with a large enough effect; inconclusive = small, poorly fitted or top-dose-only effect, or another doubt; inactive = no such curve, though single readings can be large; an effect the other way counts as inactive or inconclusive.

The line under a structure holds: HEK293 tox	GLP1R inv ag	PLK1 PBD block	GLP-1R agonist	IL2 activator	PI5P4K alpha inh	WRN helicase inh	DRD3 antagonist	DRD3 agonist
CC1CCN(C(=O)c2[nH]cnc2C(=O)N[C@@H](Cc2ccccc2)C(=O)OC(C)(C)C)CC1
  8%	?	-20%	-1%	-3.1	8	-5%	6	19
CCc1ccc(NC(=O)C2CCCN2S(=O)(=O)c2ccc3c(c2)n(C)c(=O)c(=O)n3C)cc1 (configuration not stated)
  -20%&3%	-4%&-7%	0%	9%	0.4	0	-2%	5	-3&-7
COc1cc(NC(=O)CSC(=S)N2CCCC2)c(OC)cc1Cl
  3%	21%	-15%	-4%	-4.8	4	-6%	17	-16
COc1cc(/C=C/[N+](=O)[O-])ccc1OCc1cccc(C(=O)O)c1
  -19%	?	6µM*	-9%	-0.6	-55*	20µM*	-24	-1
CC[C@]12c3[nH]c4ccccc4c3CCN1C(=O)C(CC(=O)NCCCOC)C[C@@H]2C(=O)N1CCN(C(=O)c2ccco2)CC1 (some centres not stated)
  -5%	-12%	-11%	6%	2.1	-1	-9%	?	-9
COc1cc(OC)c(C2=NOC(C(=O)Nc3c(C)n(C)n(-c4ccccc4)c3=O)C2)cc1Cl (configuration not stated)
  4%[7.66 µM]	-20%[7.66 µM]	4%	-2%	1.3	-3	3%	-6	-8
CC1(C)C(=O)Nc2ccccc2N1C(=O)CSc1nnc2ccccn12
  1%	3%	-10%	-4%	-0.5	-19	-10%[57.1 µM]	5	2
Cc1ccc(C(=O)CCC(=O)Nc2cccc(C(F)(F)F)c2)cc1
  -13%	-18%	-1%	-7%	0.0	8	0%	14	5
Cc1cc(C)c2nc(-c3cccc(Cl)c3)c(C)c(C(=O)N3CCOCC3)c2c1
  -1%	-15%	-10%	-4%	-1.0	7	-13%	-6	8
Cc1ccc(S(=O)(=O)C(C#N)c2nc3ccccc3nc2OC(C)C)cc1 (configuration not stated)
  7%	0%	?	-5%	0.2	·	-12%	7	3
Cn1ccsc1=NC(=O)c1ccc(=O)[nH]c1
  9%	13%	3%	-2%	-1.6	-7	9%	-1	4
CC1(C)C(=O)Nc2ccccc2N1C(=O)COC(=O)CSc1ccc(F)cc1
  -2%	7%	-17%	-6%	1.0	0	-10%	16	-11
CCCn1c(C(O)c2cc(OC)c(OC)c(OC)c2)nc2ccccc21 (configuration not stated)
  1%	-23%	1%	9%	0.0	1	-4%	-2	-1
CC1(c2nnc(Cc3ccccc3)o2)CC(c2ccccc2[N+](=O)[O-])=NO1 (configuration not stated)
  -2%	7%	?	-3%	-0.2	-51*	8%	-13	0
COc1cc(OC)nc(Nc2nc(C(C)N)cs2)n1 (configuration not stated)
  1%	2%	-3%	-4%	-0.4	-1	15%	0	0
O=C(COc1ccc([N+](=O)[O-])cc1)N(C1CCCCC1)C1CCS(=O)(=O)C1 (configuration not stated)
  -1%	-4%	-1%	5%	1.6	-2	-7%	12	1
O=C1/C(=C/c2ccccn2)SC(=S)N1Cc1ccccc1
  1%	-19%	-15%	-3%	0.2	-6	-27%	-27	-15
O=C(Oc1ccc(-c2cnc3ccccc3n2)cc1)c1ccco1
  4%	0%	-3%	-7%	-5.3	-25	7%	-16	2
O=C(c1scc2c1CCCC2)N1CCOCC1
  -8%	-1%	-10%	-6%	3.0	1	3%[57.1 µM]	3	2
O=[N+]([O-])c1ccc(N2CCN(CCO)CC2)cc1NCc1ccco1
  ?	-24%	0%	24%	0.2	4	-10%[57.1 µM]	-63*	-14
COc1ccc(C(C(=O)NC(C)(C)C)N(C(=O)CCC(=O)Nc2cc(C)on2)c2cccc(C)c2C)cc1 (configuration not stated)
  12%	-1%	-9%	4%	-2.0	4	5%	-5	-6
O=Cc1c(N2CCN(CCO)CC2)nc2ccccn2c1=O
  72%[activator]	31%[activator]	-2%	-1%	0.6	-1	-1%[57.1 µM]	13	-11
Cc1nc(SCC(=O)Nc2ccccc2Cl)oc1C
  10%	5%	-23%	2%	-3.5	-2	-5%	-3	-5
O=S(=O)(c1ccc(F)cc1)N1CCC(N2CCCCCC2)CC1
  15%	5%	-8%	1%	-0.7	-1	-1%	-50*	-7
COc1ccc(NC(=O)C(c2ccccc2)N(C)C(=O)CNC(C)=O)cc1 (configuration not stated)
  2%	-1%	3%	11%	-2.7	1	-4%	9	3
N#CCc1nc2c3c4c(sc3ncn2n1)CCCC4
  6%	27%	?	-7%	-1.4	0	-11%	0	-2
CC(C)NC(=O)c1ccc(N(Cc2ccccc2)S(C)(=O)=O)cc1
  14%	13%	-5%	-9%	0.6	-6	-1%	5	2
O=[N+]([O-])c1nn(-c2ccc(Cl)cc2)n(O)c1=NCc1ccccc1Cl
  -6%	14%	-11%	10%	0.3	-5	-11%	0	0
CCN(CC)c1cccc(OCC(=O)N2c3ccccc3CC2C)c1 (configuration not stated)
  27%	?	4%	32%	1.0	0	0%	-1	-2
COc1cc(NC(=O)c2c(F)c(F)c(F)c(F)c2F)c(OC)cc1Cl
  1%	-30%	0%	-15%	-1.6	·	1%	26	-1
CCOc1ccc(CN2CCN(C(=O)c3ccccc3)CC2)cc1
  3%	-18%	?	6%	-0.2	-23	-14%	-80*	-15
CCOc1ccc(OCC)c(NC(=O)C2CCN(c3nnc(-n4cccc4)s3)CC2)c1
  -10%	5%	·	-6%	·	·	·	·	7
Cc1onc(-c2c(Cl)cccc2Cl)c1C(=O)NCc1ccccn1
  -19%	0%	0%	4%	-2.4	·	2%	7	-11
CC1(C(=O)NCc2ccccc2)Cc2c(-c3ccccc3)ccnc2O1 (configuration not stated)
  -28%	?	1%	-4%	-0.2	4	-1%[57.1 µM]	?	-14
Cc1cc(=O)n(Cc2ccccc2)c(O)c1C#N
  13%	-9%	-27%	-9%	0.5	-13	?	14	6
CCOc1ccc(NCCC#N)cc1
  0%	0%	-1%	4%	-0.1	6	10%	17	-2
Cc1ccc(C)c(CNS(=O)(=O)c2ccc3c(c2)C(C)(C)C(=O)N3C)c1
  2%&1%	5%&0%	-4%	-1%	-0.5	6	1%	-6	-5&-4
O=C(c1cc(-c2ccc(Br)cc2)nc2ccccc12)N1CCN(c2ccccc2O)CC1
  ?	2.5µM*	-7%	7%	0.5	8	-5%	0	11
COc1ccccc1NC(=O)C1=C(C)Nc2ncnn2C1c1cccs1 (configuration not stated)
  3%	-7%	3%	8%	-0.2	3	-2%	26	2
CCNC(=S)NNC(=O)c1cccn(Cc2ccc(Cl)cc2)c1=O
  2%	20%	-1%	0%	0.7	0	-3%	0	-10
Cc1ccc2[nH]c(C(=O)NN=C3CCCCC3)c(-c3ccccc3)c2c1
  2%[0.307 µM]	-23%[0.307 µM]	-18%	10%	0.8	-2	?	?	-14
Cc1ccc(-c2nnc(-c3cccnc3)o2)cc1
  5%	2%	-19%	-6%	-1.7	0	1%[57.1 µM]	-20	-2
O=C(COc1ccccc1)Nc1cccc(-c2nc3ccccc3[nH]2)c1
  -24%	?	2%	-26%	2.9	5	-7%[57.1 µM]	4	1
Cc1cc(C(=O)NC2CCCc3c2cnn3-c2ccc(C)c(C)c2)no1 (configuration not stated)
  -11%	?	-2%	-3%	-0.4	10	1%[57.1 µM]	7	-2
COc1ccc(N(C)C(=O)c2cc3c(s2)-c2ccccc2OC3)c(OC)c1
  -2%	?	?	17%	-0.7	2	-8%	3	3
COC(=O)C1(CC2CC(c3ccncc3)=NO2)CCN(C(=O)OC(C)(C)C)CC1 (configuration not stated)
  1%	27%	1%	9%	-2.9	-2	-6%	-26	6
Cc1cc(C)c(S(=O)(=O)N2CCCC(C(=O)N3CCOCC3)C2)c(C)c1 (configuration not stated)
  -9%	2%	-4%	10%	1.0	0	5%	0	1
Cc1cc(C)n2nc(C(=O)NNC(=O)c3ccc(Cl)cc3)nc2n1
  9%	14%	-10%	-1%	2.0	3	-4%	-5	2
COc1cccc(C(C(=O)NCC2CCCO2)N(C(=O)Cn2nnc3ccccc32)c2ccc(NC(C)=O)cc2)c1OC (configuration not stated)
  0%	19%	-28%	1%	-1.6	-7	14%	3	-7
CC1=[N+](CC(=O)c2ccccc2)CCn2cccc21
  47%[activator]	?	2%	2%	3.9	-24	7%	12	6
